Source: PubChem
bovine MsrA act – activates bovine MsrA enzyme. 360,000 tested, 0.3% active. purified bovine MsrA, absorbance read-out. AID 602163. activation, % at 10.6 µM; in the data active means activation above about 7.5%;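 further: 0% = vehicle and 100% = reference activator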
LMPTP inh – blocks human LMPTP phosphatase; inhibition, % at 20 µM; AID 651560; recombinant LMPTP-A, OMFP fluorogenic substrate, fluorescence intensity; 360,000 tested, 0.22% active;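 active means compounds that cut the enzyme signal by at least half of the control window in the single-dose screen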;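 further: plate controls were DMSO wells with enzyme plus substrate for no effect and substrate without enzyme for full effect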
Target sequence (P24666 whole entry, looked up): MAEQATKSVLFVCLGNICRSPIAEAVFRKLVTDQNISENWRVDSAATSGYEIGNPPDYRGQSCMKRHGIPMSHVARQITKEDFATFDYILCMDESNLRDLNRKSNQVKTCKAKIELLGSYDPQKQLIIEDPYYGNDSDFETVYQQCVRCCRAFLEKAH
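Test system – LMPTP-A phosphatase enzyme · Quantity – 0.625 nM LMPTP-A final · Reagent – OMFP substrate, 400 µM final · Dosing – one test concentration per compound, 20 µM, with 3% DMSO overall · Timing – 50 min enzyme reaction at room temperature, protected from light · Detection – fluorescence intensity · Controls – substrate-only low control, DMSO enzyme-plus-substrate high control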
Scp-1 inhibitor – blocks human Scp-1 phosphatase activity | Q9GZU7 | Recombinant Scp1, phosphopeptide, malachite green phosphate absorbance | 340,000 tested, 0.88% active | inhibition, % at 20 µM;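 active means inhibition above about 50% at 20 µM, limit read from the data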;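 further: plate controls were DMSO wells with enzyme for no effect and wells lacking enzyme for full effect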
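Test system: SCP-1 phosphatase catalytic domain, residues 76-261; measured by: colorimetric phosphate reagent with accelerator and stabiliser, absorbance at 630 nm; timing: enzyme reaction 45 min at room temperature, colour 5 min, stabilisation 30 min; also added: Phosphorylated 17-residue peptide substrate; compound dosing: one concentration, 20 µM, with 1.0% DMSO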
DNMT1 block – inhibitors of human DNMT1 | P26358 | DNMT1 molecular beacon, Hinp1I cleavage, fluorescence | inhibition (reported as % activation of signal), % at 10 µM | 360,000 tested, 0.83% active | AID 588458; in the data active means inhibition above about 50%
CendR NRP1 mod – modulators of CendR peptide binding to human neuropilin-1; O14786; FAM-RPARPAR peptide binding to NRP-1, fluorescence polarization; inhibition, % at 25 µM; 360,000 tested, 0.85% active; AID 602438;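 active means inhibition or corrected inhibition above about 18%, plus a signal ratio from 0.5 to 1.5, limit read from the data, passing the limit was not always enough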; further: strong numbers were not always called active
TbMetRS inhib – Trypanosoma brucei MetRS inhibition; purified T. brucei MetRS, ATP depletion, Kinase-Glo luminescence; inhibition, % at 11.9 µM; 360,000 tested, 0.4% active; AID 624268;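 active means inhibition above a per-plate cutoff of the control wells' mean inhibition plus 3 SD, cut at about 5.5% in these data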;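 further: 0% = DMSO wells median and 100% = median of wells with control inhibitor compound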
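Assay system: T. brucei methionyl-tRNA synthetase, purified | Medium: HEPES buffer with MgCl2, KCl, DTT, spermine, BSA, pyrophosphatase | Compound: 11.9 µM single point | Incubation: 15 min enzyme-compound preincubation, 2 h reaction, 10 min detection, 25 °C | Measured by: Kinase-Glo luciferase luminescence reporting remaining unconsumed ATP | Measure: % inhibition normalized to control-well medians | Replication: Singlicate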
SUMO1 PPI mod – alters human SUMO1 binding to SIM partners | SUMO1 binding to a labelled peptide, TR-FRET, 1 h | inhibition, % at 20 µM | 360,000 tested, 0.33% active; in the data active means inhibition above about 37%
Target sequence (P63165 whole entry, looked up): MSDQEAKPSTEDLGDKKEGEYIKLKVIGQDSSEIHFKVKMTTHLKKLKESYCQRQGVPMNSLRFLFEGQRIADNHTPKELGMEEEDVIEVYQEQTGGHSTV
MsrA inhibitor – inhibitors of bovine MsrA; purified bovine MsrA, absorbance read-out; inhibition, % at 15.5 µM; 360,000 tested, 0.75% active; AID 651718; in the data active means inhibition above about 4.5%;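 further: 0% = vehicle wells with enzyme and 100% = reference inhibitor wells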
STEP inh – blocks human striatal-enriched tyrosine phosphatase | recombinant STEP, OMFP fluorogenic substrate, fluorescence | inhibition, % at 20 µM | 360,000 tested, 0.25% active | AID 588621;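 active means inhibition at 20 µM, scaled per plate between control wells, above about 37%, limit read from the data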;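 further: 0% = DMSO with enzyme and substrate and 100% = substrate only without enzyme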
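Assay system: isolated STEP enzyme / Timing: 20 min at room temperature, dark / Doses: 20 µM, 1% DMSO / Technique: fluorescence intensity, excitation 480 nm, emission 540 nm / Reagent: fluorogenic phosphatase substrate OMFP at 25 µM final / Measure: percent inhibition scaled to no-enzyme and uninhibited-enzyme controls, plate-pattern corrected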
E coli Lon inh – inhibits E. coli Lon protease. P0A9M0. purified E. coli Lon protease, fluorescence polarization. inhibition, % at 7.94 µM. 360,000 tested, 0.42% active; in the data active means inhibition above about 13%, passing the limit was not always enough;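 further: 0% = enzyme with probe and DMSO and 100% = no enzyme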
Target sequence (P0A9M0 whole entry, looked up): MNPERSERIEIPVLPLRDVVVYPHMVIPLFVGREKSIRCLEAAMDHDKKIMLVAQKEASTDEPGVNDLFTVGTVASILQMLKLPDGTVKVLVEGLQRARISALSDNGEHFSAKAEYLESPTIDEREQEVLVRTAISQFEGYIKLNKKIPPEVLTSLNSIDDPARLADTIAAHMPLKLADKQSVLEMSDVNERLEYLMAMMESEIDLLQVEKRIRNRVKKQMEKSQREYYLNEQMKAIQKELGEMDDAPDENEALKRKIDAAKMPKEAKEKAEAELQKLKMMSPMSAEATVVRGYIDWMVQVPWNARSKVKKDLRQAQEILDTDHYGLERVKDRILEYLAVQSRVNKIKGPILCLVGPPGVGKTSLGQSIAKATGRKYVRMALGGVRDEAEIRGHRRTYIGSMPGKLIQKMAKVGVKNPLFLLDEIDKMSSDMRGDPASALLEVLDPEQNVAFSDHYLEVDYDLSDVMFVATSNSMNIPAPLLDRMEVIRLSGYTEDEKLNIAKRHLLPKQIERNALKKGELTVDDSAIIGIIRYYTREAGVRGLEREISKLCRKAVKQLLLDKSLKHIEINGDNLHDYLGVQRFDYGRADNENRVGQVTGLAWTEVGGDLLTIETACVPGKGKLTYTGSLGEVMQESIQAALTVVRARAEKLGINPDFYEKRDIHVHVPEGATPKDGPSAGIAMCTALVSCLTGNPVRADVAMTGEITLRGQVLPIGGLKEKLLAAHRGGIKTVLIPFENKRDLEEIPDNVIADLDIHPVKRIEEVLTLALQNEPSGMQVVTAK
An asterisk follows results filed as active; x = no result given. This is a random part of the collection. About 4.3% of those tested had a hit in this group.

SMILES	bovine MsrA act	LMPTP inh	Scp-1 inhibitor	DNMT1 block	CendR NRP1 mod	TbMetRS inhib	SUMO1 PPI mod	MsrA inhibitor	STEP inh	E coli Lon inh
Cc1ccc(S(=O)(=O)N(CC(=O)Nc2ccccc2-c2ccccc2)c2ccc(C)cc2C)cc1	-11	2.0	-9	-2	5	-0.4	0	0.5	4	2
CC1OC2C(OC1C)N(S(C)(=O)=O)CCN2S(C)(=O)=O (stereo unspecified)	-8	-2.5	2	3	-4	-0.7	0	2.5	-3	-6
CC1=C(C(=O)OCC2CCCO2)C(c2ccccc2)C2=C(CCCC2=O)N1 (stereo unspecified)	-6	-0.1	-2	1	4	-0.4	-1	0.6	-5	1
O=C(Nc1nc(-c2ccco2)cs1)c1ccccc1	-10	8.9	-1	2	-65	-0.9	22	0.5	5	-30
CC(=O)Nc1ccccc1OCC(=O)c1cc(C)n(Cc2cccs2)c1C	0	-0.1	-10	6	8	0.2	5	0.0	-2	-5
CCC(=O)N(C)C[C@H]1Oc2ncc(C#Cc3ccncc3)cc2C(=O)N([C@@H](C)CO)C[C@@H]1C	-2	-2.2	x	6	-4	-0.4	1	-0.4	-1	5
Clc1ccc(-n2nnnc2-c2cnc3ccc(Cl)cc3c2-c2ccccc2)cc1	-4	3.9	-10	-1	-14	-0.1	0	-0.1	3	2
O=C(C1CCN(S(=O)(=O)c2ccccc2)CC1)N1CCN(Cc2ccc3c(c2)OCO3)CC1	-5	-0.2	-13	0	-8	-0.2	-1	-0.2	-1	3
O=c1[nH]c(N2CCN(Cc3ccccc3)CC2)nc2c1CCC2	-5	-0.9	11	-2	-2	-0.9	1	1.6	1	10
CC(=O)Nc1ccc(C(=O)OCC(=O)c2ccc(S(=O)(=O)N3CCCCC3)cc2)cc1	-6	0.9	13	-8	-10	-0.8	3	-1.2	0	1
FC(F)(F)c1cc(NCc2cccs2)n2ncnc2n1	-3	-1.7	-8	-3	-11	-0.1	-4	1.5	-2	-13
CCC(C)C(=O)Nc1nnc(SCC(=O)Nc2ccccc2F)s1 (stereo unspecified)	-3	-0.9	-3	0	-4	-0.3	3	1.2	5	-4
O=C(CCn1c(=O)oc2ccccc21)NCc1cccs1	-2	-0.4	-5	1	-3	-0.7	-4	2.4	0	2
COC(=O)[C@@H](NC(=O)Nc1ccc2c(c1)OCCO2)C(C)C	-4	-1.1	0	1	-10	-1.9	2	-0.8	-10	4
CCS(=O)CCSc1nc2ccccc2s1 (stereo unspecified)	1	-1.2	-4	1	-6	-0.2	3	-0.1	-3	-4
CNC(=O)c1sccc1S(=O)(=O)Cc1c(Cl)cccc1Cl	-1	0.5	-5	0	11	-0.7	-2	1.4	2	9
O=C(Nc1ccc2c(c1)C(=O)OC2)Nc1cccc2ccccc12	-6	0.1	9	4	1	-1.2	-1	-0.6	2	-5
COCCC(=O)N1CCCC(N2CCN(c3ccc(F)cc3)CC2)C1 (stereo unspecified)	-3	2.2	-3	0	-27	-1.3	8	-0.1	2	0
O=[N+]([O-])c1ccc(Br)c(CN2CCN(c3ncc(Cc4ccccc4)cn3)CC2)c1	x	3.2	x	x	-15	0.4	-11	0.2	x	x
Cc1nn(-c2ccccc2)nc1C(=O)Nc1ccc2[nH]ncc2c1	-6	-2.4	-11	-2	0	-1.4	4	-1.4	-1	8
CCCc1cc(C(=O)NCc2ccco2)no1	-1	-2.4	-1	5	0	-0.1	2	-0.1	1	-5
CC(=O)NNc1[nH]c2c(c(=O)c1[N+](=O)[O-])c(=O)n(C)c(=O)n2C	-1	-2.0	-4	0	2	-0.1	11	1.8	0	-3
CCOC(=O)[C@]12CCCC=C1N(Cc1ccco1)C(=O)[C@H](CC(=O)N1CCOCC1)C2	-2	-2.2	x	x	-7	-0.6	-4	-0.1	x	-2
O=C(CNCc1ccccc1)Nc1ccc(Oc2ccccc2)cc1	-1	-1.8	7	-5	-3	-0.2	0	-0.6	3	-4
CCCCCCn1c(SCCN2CCOCC2)nc2c1c(=O)[nH]c(=O)n2C	-2	-1.3	-3	-3	2	-0.3	1	-1.4	-2	-3
C=CCn1c(=N)c(C#N)cc2c(=O)n3ccccc3nc21	3	0.6	3	1	36*	-0.9	-18	1.8	3	-4
Oc1ccccc1-c1cncn1Cc1ccccc1	-3	-3.0	-6	1	-14	0.2	1	-1.1	2	-4
Cc1ccc(-c2csc(/C(C#N)=C/Nc3ccc4c(c3)OCCO4)n2)cc1	-3	0.4	-6	4	-5	-0.1	3	-0.8	-1	-3
CCCNC(=O)C1(C)CCCN(C(=O)Cc2cccc(OC)c2)C1 (stereo unspecified)	-2	-1.2	x	0	-12	-0.2	3	1.7	-1	0
Cc1cccnc1NC(=S)NCc1ccco1	0	-1.5	-7	1	-10	-0.4	-1	0.0	8	-7
Cc1nn(C)c(C)c1S(=O)(=O)NCCc1ccc(Cl)cc1	-3	-1.5	-8	-1	16	0.2	5	0.0	0	-3
CCOC(=O)c1c(NC(=S)NC(=O)c2cnn(CC)c2)sc2c1CCC(C)C2 (stereo unspecified)	-9	1.5	-10	-1	-2	-2.3	-2	-0.6	-2	2
CCN(c1ccccc1)S(=O)(=O)c1ccc(Cl)c(C(=O)N(CC2CCCO2)C2CCS(=O)(=O)C2)c1 (stereo unspecified)	-8	0.3	8	0	12	-1.0	-2	0.0	1	8
O=C(Nc1nc(-c2ccc(S(=O)(=O)N3CCCCCC3)cc2)cs1)c1ccccc1	1	3.6	-11	-2	3	0.2	2	0.7	1	7
COc1ccc(NC(=O)Cc2cccs2)c(OC)c1	6	-0.2	2	-2	11	0.9	1	-0.4	0	15
CC(=O)c1ccc(-c2cnc3c(NC=O)cc(-c4ccc(C(=O)N5CCOCC5)cc4)cn23)cc1	1	0.9	x	-3	-18	0.3	-25	3.1	1	-17
COc1ccccc1N(C(=O)c1snc(C(N)=O)c1N)C(C(=O)NC1CCCC1)c1ccc(N(C)C)cc1 (stereo unspecified)	-7	1.9	2	0	4	-0.4	-10	-0.2	1	-9
Cc1c(C(=O)Nc2cccc(N(C)S(C)(=O)=O)c2)cccc1[N+](=O)[O-]	-2	-0.3	-4	1	10	-0.4	0	1.3	4	-8
CC(=O)c1cccc(NC(=O)c2ccc3ccccc3c2)c1	-2	0.5	-8	1	3	-1.1	-15	1.9	-1	3
C=CCN=C1CC(C)(C)CC(=O)/C1=C(/O)CCC(=O)OC	0	-1.3	-6	5	6	-0.3	0	0.8	-3	-4
COCCCNC(=O)c1ccc2c(c1)nc(C)n2-c1cccc(C)c1	-2	-1.4	-12	1	-7	-0.7	-2	0.2	-1	6
O=C(CSc1nnc2ccccn12)NC(=O)c1ccccc1Cl	-2	8.5	66*	43	0	-0.5	-3	0.5	21	4
CC(C)(C)C(=O)Nc1cc2c3c(c1)CCC(=O)N3CCC2	-2	-1.0	-2	2	3	0.0	0	-1.0	4	-7
COc1ccc(C(=O)c2sc(Nc3ccc(NC(C)=O)cc3)nc2C)cc1	2	0.4	-5	-10	-3	-0.2	-24	2.4	5	2
Cc1ccc(N2C(=O)CC(NCC3CCCO3)C2=O)cc1 (stereo unspecified)	0	-0.4	-7	2	-1	-0.3	1	3.0	-2	-14
NS(=O)(=O)c1ccc(CCNC(=O)c2ccc3nc4ccc(Cl)cc4c(=O)n3c2)cc1	-2	1.7	-8	-2	-3	0.1	-19	0.2	2	3
O=C(c1ccc(Cl)c([N+](=O)[O-])c1)N1CCN(Cc2ccc3c(c2)OCO3)CC1	-1	0.4	-3	-3	6	-0.3	-6	-0.2	0	-1
c1cnc(Oc2ccc3oc4ccccc4c3c2)nc1	-6	-0.9	-7	-4	-1	-0.7	-1	-0.6	-2	-7
c1ccc(CCc2nn3c(Cn4cnc5ccccc54)nnc3s2)cc1	-2	2.6	1	-1	14	0.1	3	-0.8	7	0

Shown in CSV form: 2 of the compounds above
Molecule,bovine MsrA act,LMPTP inh,Scp-1 inhibitor,DNMT1 block,CendR NRP1 mod,TbMetRS inhib,SUMO1 PPI mod,MsrA inhibitor,STEP inh,E coli Lon inh
c1cnc(Oc2ccc3oc4ccccc4c3c2)nc1,-6,-0.9,-7,-4,-1,-0.7,-1,-0.6,-2,-7
O=C(CSc1nnc2ccccn12)NC(=O)c1ccccc1Cl,-2,8.5,66*,43,0,-0.5,-3,0.5,21,4

Grouped by structure, the compounds so far containing a halogen (11)
SMILES	bovine MsrA act	LMPTP inh	Scp-1 inhibitor	DNMT1 block	CendR NRP1 mod	TbMetRS inhib	SUMO1 PPI mod	MsrA inhibitor	STEP inh	E coli Lon inh
Clc1ccc(-n2nnnc2-c2cnc3ccc(Cl)cc3c2-c2ccccc2)cc1	-4	3.9	-10	-1	-14	-0.1	0	-0.1	3	2
FC(F)(F)c1cc(NCc2cccs2)n2ncnc2n1	-3	-1.7	-8	-3	-11	-0.1	-4	1.5	-2	-13
CCC(C)C(=O)Nc1nnc(SCC(=O)Nc2ccccc2F)s1 (stereo unspecified)	-3	-0.9	-3	0	-4	-0.3	3	1.2	5	-4
CNC(=O)c1sccc1S(=O)(=O)Cc1c(Cl)cccc1Cl	-1	0.5	-5	0	11	-0.7	-2	1.4	2	9
COCCC(=O)N1CCCC(N2CCN(c3ccc(F)cc3)CC2)C1 (stereo unspecified)	-3	2.2	-3	0	-27	-1.3	8	-0.1	2	0
O=[N+]([O-])c1ccc(Br)c(CN2CCN(c3ncc(Cc4ccccc4)cn3)CC2)c1	x	3.2	x	x	-15	0.4	-11	0.2	x	x
Cc1nn(C)c(C)c1S(=O)(=O)NCCc1ccc(Cl)cc1	-3	-1.5	-8	-1	16	0.2	5	0.0	0	-3
CCN(c1ccccc1)S(=O)(=O)c1ccc(Cl)c(C(=O)N(CC2CCCO2)C2CCS(=O)(=O)C2)c1 (stereo unspecified)	-8	0.3	8	0	12	-1.0	-2	0.0	1	8
O=C(CSc1nnc2ccccn12)NC(=O)c1ccccc1Cl	-2	8.5	66*	43	0	-0.5	-3	0.5	21	4
NS(=O)(=O)c1ccc(CCNC(=O)c2ccc3nc4ccc(Cl)cc4c(=O)n3c2)cc1	-2	1.7	-8	-2	-3	0.1	-19	0.2	2	3
O=C(c1ccc(Cl)c([N+](=O)[O-])c1)N1CCN(Cc2ccc3c(c2)OCO3)CC1	-1	0.4	-3	-3	6	-0.3	-6	-0.2	0	-1
